High-throughput results: PubChem, several laboratories
S1P3 antag: S1P3 receptor antagonists, primary screen, cell-based; inhibition, % at 4.98 µM; 0.27% of 170,000 active; Sphingosine 1-phosphate receptor 3 (Homo sapiens), Q99500; CHO S1P3 NFAT-BLA reporter, FRET fluorescence, antagonist mode;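 active = inhibition above the plate cutoff, the mean inhibition of test wells on that plate plus 3 SD, cut at about 28% in these data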;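 also: cells challenged with S1P at its EC80 of 0.8 µM; blue over green emission ratio from cleaved BLA substrate after 4 h stimulation; 0% = S1P-stimulated wells and 100% = unstimulated DMSO-only wells; some compounds past the cut are filed as inactive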
Target sequence (Q99500 whole entry, looked up): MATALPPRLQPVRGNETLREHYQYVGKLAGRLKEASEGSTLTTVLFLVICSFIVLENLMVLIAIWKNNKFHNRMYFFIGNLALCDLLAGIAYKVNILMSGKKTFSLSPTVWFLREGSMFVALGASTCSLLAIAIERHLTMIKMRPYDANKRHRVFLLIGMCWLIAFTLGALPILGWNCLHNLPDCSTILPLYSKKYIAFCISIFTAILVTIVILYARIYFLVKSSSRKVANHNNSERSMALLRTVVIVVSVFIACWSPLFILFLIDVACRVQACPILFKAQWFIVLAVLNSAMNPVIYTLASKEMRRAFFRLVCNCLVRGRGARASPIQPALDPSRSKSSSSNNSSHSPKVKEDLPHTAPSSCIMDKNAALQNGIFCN
Diaphorase inh: diaphorase inhibitors and chemical oxidizers, primary screen, counter-screen for diaphorase-coupled primary assays, biochemical, uHTS, resorufin fluorescence | AID 1217, 2008 | 0.69% of 190,000 active | inhibition, % at 20 µM | diaphorase resazurin-to-resorufin fluorescence, NADH, 16 min; bacterial (C. kluyveri) enzyme, not human;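 active = primary screen inhibition at 20 µM above a set limit, cut at about 50% in these data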;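 also: plate controls were DMSO with full reaction for no effect and wells lacking NADH for full effect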
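Test system: Clostridium kluyveri diaphorase enzyme / Quantity: diaphorase at 0.14 U/mL in enzyme working solution / Incubation: 16-min room-temperature incubation before reading / Benchmarks: NADH-free wells as positive control, DMSO-only neutral wells / Signal: resorufin fluorescence 544/590 nm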
PPARg SRC-2 ag: agonists of PPARg-SRC-2 recruitment, primary screen, biochemical, HTS | Peroxisome proliferator-activated receptor gamma (Homo sapiens), P37231 | PPARgamma LBD-SRC-2 recruitment | activation, % at 8 µM | 0.34% of 200,000 active | AID 1032, 2008; in the data active = activation above about 22%;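 also: 0% = vehicle and 100% = reference agonist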
TR-FRET SRC-2 ct: TR-FRET signal artefacts, primary screen, artefact control for PPARgamma SRC-2 agonist project, biochemical; AID 1049, 2008; TR-FRET ratio at 8 µM; TR-FRET artefact counter-screen; hits give high values; 0.4% of 200,000 active; in the data active = TR-FRET ratio above about 2000; also: inactives centre near 1500
PPARg SRC3 recr: PPARgamma agonists recruiting SRC-3 coactivator, primary screen, biochemical | Peroxisome proliferator-activated receptor gamma (Homo sapiens), P37231 | biochemical PPARgamma/SRC-3 coactivator recruitment assay | activation, % at 8 µM | 0.26% of 200,000 active | AID 731, 2007; in the data active = activation above about 23%;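 also: 0% = DMSO and 100% = reference agonist; some compounds past the cut are filed as inactive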
PMI activator: activators of human PMI, primary screen, biochemical, fluorescence intensity, near-Km mannose 6-phosphate; AID 1214, 2008; purified human PMI, coupled resazurin fluorescence, 20 min; hits give high values; 1 = vehicle control, 0 substrate-free wells; 0.005% of 190,000 active; Mannose-6-phosphate isomerase (Homo sapiens), P34949; activation factor at 20 µM;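 active = activation factor of 2 or more at 20 µM, relative to plate controls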
PMI act hi M6P: human PMI activators, high substrate, primary screen, biochemical, fluorescence intensity, near-saturating mannose 6-phosphate; coupled PMI enzyme assay, resazurin fluorescence, 20 min; hits give high values; 1 = untreated enzyme, 0 = substrate-free blank; 0.34% of 190,000 active; activation factor at 20 µM; Mannose-6-phosphate isomerase (Homo sapiens), P34949;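 active = activation factor of 2 or more at 20 µM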
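Material: human phosphomannose isomerase with PGI, G6PDH, diaphorase coupling enzymes; amount: PMI at 15 ng/mL final; also added: Mannose-6-phosphate 1.0 mM (near-saturating) plus 0.22 mM NADP+; incubation: enzyme reaction with compound 20 min at room temperature; signal: resorufin fluorescence (Ex 544/Em 590 nm) from resazurin via diaphorase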
ROMK primary: ROMK potassium channel modulators, primary screen, cell-based, thallium flux, MLSMR library. ATP-sensitive inward rectifier potassium channel 1 (Homo sapiens), P48048. Tet-inducible ROMK, thallium flux fluorescence; actives lie on both sides. B-score at 10 µM. 2% of 130,000 active. AID 1918, 2009;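 active = signal ratio slope over the read window, or its plate-corrected B-score, at least 3 SD from the plate mean, either direction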;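 also: B-score of the F/F0 ratio slope over 7 to 12 s after thallium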
Target sequence (P48048 whole entry, looked up): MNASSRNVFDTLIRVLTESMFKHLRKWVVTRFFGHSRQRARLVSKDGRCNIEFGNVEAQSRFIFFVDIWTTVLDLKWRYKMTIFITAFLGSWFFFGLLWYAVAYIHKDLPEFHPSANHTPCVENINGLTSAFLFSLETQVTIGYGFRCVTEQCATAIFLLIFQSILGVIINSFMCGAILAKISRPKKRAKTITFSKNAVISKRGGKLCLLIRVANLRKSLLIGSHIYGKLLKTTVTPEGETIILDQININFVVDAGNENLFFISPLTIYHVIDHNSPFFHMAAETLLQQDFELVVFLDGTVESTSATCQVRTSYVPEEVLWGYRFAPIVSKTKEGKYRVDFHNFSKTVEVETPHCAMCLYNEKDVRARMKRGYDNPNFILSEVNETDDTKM
G6PDH counter: L. mesenteroides G6PDH inhibitors, counter-screen for G6PDH-coupled screening assays, biochemical, Leuconostoc mesenteroides enzyme; Purified L. mesenteroides G6PDH, diaphorase/resazurin coupled fluorescence, 45 min; inhibition, % at 5 µM; 0.12% of 200,000 active; in the data active = inhibition above about 50%
Diaph act CS: compounds boosting diaphorase resazurin reduction – biochemical, uHTS, resorufin fluorescence, counter-screen for diaphorase-coupled primary assays, primary screen; AID 1229, 2008; Diaphorase/resazurin coupled assay, 16 min; hits give high values; 1 = vehicle wells, 0 = NADH-free wells; activation factor at 20 µM; 0.005% of 190,000 active;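 active = diaphorase activity raised at least twofold by the compound at 20 µM; inactive = activation factor below 2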
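Material: Purified diaphorase enzyme from Clostridium kluyveri | Buffer or medium: 50 mM HEPES pH 7.4 with 4.542 mM MgCl2, 0.005% Tween 20 | Times: 16 min enzyme reaction, ambient temperature | Signal: Red resorufin fluorescence at 544/590 nm excitation/emission | Measure: Increased resorufin signal from activators or reducing compounds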
PPARg SRC-1 ag: PPARgamma agonists recruiting SRC-1 coactivator, primary screen, biochemical; PPARgamma-SRC-1 coactivator recruitment biochemical assay; activation, % at 8 µM; Peroxisome proliferator-activated receptor gamma (Homo sapiens), P37231; 0.41% of 200,000 active; in the data active = activation above about 19%;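 also: 0% = DMSO and 100% = reference agonist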
An asterisk follows results filed as active; . = no result given.

cpd	structure	S1P3 antag	Diaphorase inh	PPARg SRC-2 ag	TR-FRET SRC-2 ct	PPARg SRC3 recr	PMI activator	PMI act hi M6P	ROMK primary	G6PDH counter	Diaph act CS	PPARg SRC-1 ag
1	CCOCCCn1c(=N)c(C(=O)NCc2ccc3c(c2)OCO3)cc2c(=O)n3ccccc3nc21	18	-24	2	1529	3	1.1	1.1	.	4	1.2	6
2	CCONC(=NC)c1nonc1N	1	7	0	1771	5	1	1	0.53	6	0.9	9
3	Cc1cc(C)n2nc(SCc3cc(=O)oc4ccc5ccccc5c34)nc2n1	.	30	3	1614	-7	1	1	-0.48	5	0.7	-5
4	Cc1onc(-c2c(F)cccc2Cl)c1C(=O)N1C=CC(C(F)(F)F)=NCC1	.	4	5	2038*	17	1	1.1	.	2	1	8
5	CC(C)NCCOCCOc1ccccc1F	.	8	-1	1306	-3	1	1.1	0.88	0	0.9	-8
6	N#Cc1c(N)c(C#N)c(-c2ccc3c(c2)OCO3)c2c1CCCC2	-37	35	.	.	.	0.9	0.8	.	2	0.7	.
7	CC1C(C#N)=C(SCC(N)=O)NC2=C1C(=O)CC(C)(C)C2 (stereo not given)	-18	26	-5	1550	3	1.4	1.6	-0.055	0	0.7	2
8	COc1ccc(CC(=O)Nc2ccc3c(c2)CCC3)cc1OC	.	10	10	1613	1	0.9	0.9	-2.6	2	0.9	4
9	O=C(CCCCCn1c(=O)[nH]c2ccsc2c1=O)NCc1ccc2c(c1)OCO2	.	6	-2	1531	0	1	1	.	8	0.9	3
10	Cc1cccc(-c2csc(NC(=O)c3cnccn3)c2C(=O)OC(C)C)c1	.	6	6	1720	9	1	1	-0.36	2	0.9	4
11	Cc1ccccc1N=C1NC(=O)CC(c2ccccc2)S1 (stereo not given)	.	14	6	1577	3	0.9	0.9	.	13	0.9	2
12	O=C(Nc1cccc2ccccc12)N1CCc2ccccc2C1	.	16	5	1561	8	0.9	0.7	-1.4	12	0.8	2
13	Cc1cc(NC(=O)CSCc2nc(-c3cccc(Cl)c3)oc2C)no1	3	20	-5	1588	0	1	0.9	0.016	16	0.8	-3
14	CN(C(=S)Nc1ccc(F)cc1)C1(c2ccccc2Cl)CCCCC1=O (stereo not given)	.	8	-1	1538	5	1	0.9	.	4	0.9	9
15	COc1ccc(CCN2CC(C(=O)NC3CCCCC3)CC2=O)cc1OC (stereo not given)	3	-13	-7	1524	1	1.1	1.2	0.49	3	1.1	-3
16	CCN(CC)c1ccc(/C=C2/C(=O)ON=C2C)cc1	-10	10	11	1519	26*	0.9	1	-5.7*	-12	0.9	18
17	CN(C)C(CNC(=O)c1cccnc1Sc1ccccc1)c1ccco1 (stereo not given)	-7	7	-1	1544	0	1	1	.	-2	0.9	3
18	CCN(CC)S(=O)(=O)c1ccc(C)c(NC(=S)N2CCN(C/C=C/c3ccccc3)CC2)c1	6	17	7	1680	3	0.9	0.9	.	-2	0.8	14
19	CCC(C)NC(=O)Cn1c(=O)n(CCCCC(=O)NCc2ccco2)c(=O)c2ccccc21 (stereo not given)	.	0	-1	1520	2	1	1.1	0.58	-1	1	0
20	Cc1cc(=O)[nH]c(N/N=C/c2cccc([N+](=O)[O-])c2)n1	9	-3	4	1533	1	1	1	.	8	1	-11
21	O=C(NC(=S)Nc1ccc(S(=O)(=O)N2CCCC2)cc1)C1CC1	-4	6	-1	1570	0	1.1	1.1	1	5	0.9	-6
22	C=CCOC(=O)/C(=C\c1ccccc1)NC(=O)c1ccc(C)cc1	-7	-1	-3	1523	-2	1	1	1.1	10	1	1
23	COc1ccc(CNC(=O)c2ccc(C)o2)cc1	.	11	2	1446	18	0.9	0.9	0.76	5	0.9	-4
24	CC(C)(C)NC(=O)NC(=O)CSc1ncn[nH]1	0	2	6	1434	1	0.9	0.9	1.5	4	1	2
25	c1ccc2c(c1)nnn2-c1ncnc2sc3c(c12)CCCC3	.	1	-12	1464	-16	1	1.1	-1.5	-2	1	1
26	CC(C)(C)c1ccc(OCCCNCc2ccccc2)cc1	-16	1	3	1723	4	0.9	1	-0.91	2	1	1
27	C/C(CCN1CCc2nc(-c3ccccc3)c(-c3ccccc3)cc2C1)=N\O[C@@H](C)c1cn([C@H](CO)Cc2ccccc2)nn1	8	13	3	1460	-1	1.2	1.1	-3.5	15	0.9	2
28	Cc1cc(C)nc(SCC(=O)n2c3c(c4ccccc42)CCCC3)n1	19	7	4	1322	-3	1.1	1	.	-6	0.9	1
29	CC(C)(C)NC(=O)COC(=O)c1cc(S(=O)(=O)N2CCCCC2)ccc1N1CCOCC1	.	20	-3	1602	1	0.9	0.9	0.52	-1	0.8	-4
30	Cc1cc(C(C)c2ccccc2)c(O)c(CN2CCOCC2)c1C (stereo not given)	-20	12	2	1536	-1	0.9	0.9	.	6	0.9	0
31	CCOC(=O)Cc1csc(NC(=O)c2sc3nc4ccc(C)cc4cc3c2N)n1	.	30	12	1537	5	1.3	1.9	.	6	0.7	1
32	CC(C)NC(=O)CC1OC(=O)c2ccccc21 (stereo not given)	.	10	-3	1316	8	1	1	0.055	-1	0.9	-8
33	O=C(Cn1nc(-c2cccc(Cl)c2)ccc1=O)Nc1ccccc1Br	-7	7	-2	1360	-5	0.9	0.9	0.061	15	0.9	-2
34	COC(=O)CSc1nc2nc(C)cc(C)n2n1	-23	8	4	1396	11	0.9	0.9	.	0	0.9	-3
35	C=CCNc1oc(/C=C/c2ccccc2)nc1C#N	.	21	1	1669	4	1	1	.	0	0.8	-2
36	COc1ccc(C(=O)/C=C/c2cn(CC(O)CN3CCOCC3)c3ccccc23)cc1 (stereo not given)	-14	24	-4	1351	0	0.7	0.7	-0.81	-46	0.8	1
37	COc1ccc(OCC(=O)N/N=C(\C)c2ccc(OC)cc2)cc1	-4	7	8	1669	2	1	1	-0.95	2	0.9	6
38	COc1cccc(CN(C)C(=O)c2cccc(OC3CCN(C4CCCC4)CC3)c2)c1	-16	12	0	1429	3	0.9	1	-0.69	22	0.9	10
39	C/C(=N\NC(=O)C1CC1)c1ccc(NC(=O)c2ccc(Br)o2)cc1	-13	14	7	1604	1	0.9	0.9	0.78	15	0.9	11
40	C/C(=N\OC(=O)c1ccc(C)cc1)c1sc(C)nc1C	.	17	18	1546	5	0.9	0.9	.	3	0.8	3

From compound 39 as far as 40, copied from above:
cpd	structure	S1P3 antag	Diaphorase inh	PPARg SRC-2 ag	TR-FRET SRC-2 ct	PPARg SRC3 recr	PMI activator	PMI act hi M6P	ROMK primary	G6PDH counter	Diaph act CS	PPARg SRC-1 ag
39	C/C(=N\NC(=O)C1CC1)c1ccc(NC(=O)c2ccc(Br)o2)cc1	-13	14	7	1604	1	0.9	0.9	0.78	15	0.9	11
40	C/C(=N\OC(=O)c1ccc(C)cc1)c1sc(C)nc1C	.	17	18	1546	5	0.9	0.9	.	3	0.8	3

(continued)
cpd	structure	S1P3 antag	Diaphorase inh	PPARg SRC-2 ag	TR-FRET SRC-2 ct	PPARg SRC3 recr	PMI activator	PMI act hi M6P	ROMK primary	G6PDH counter	Diaph act CS	PPARg SRC-1 ag
41	Cc1cc(C(F)F)n2nc(C(=O)Nc3cc(C)on3)nc2n1	-18	8	-9	1383	-16	1	1	0.13	13	0.9	-3
42	CCc1ccc(-c2nc(CN3CCCC(C(=O)O)C3)c(C)o2)cc1 (stereo not given)	11	9	3	1491	7	1	1	.	4	0.9	-4
43	Cc1cc(Nc2ccc(Cl)cc2)n(-c2cccc(Cl)c2)n1	.	0	6	1604	3	1	1.1	.	7	1	5
44	C=CCn1c(SCc2c(C)noc2C)nc2ccccc2c1=O	.	12	9	1567	7	1	1	2.7	-4	0.9	3
45	CC(=O)N1CCN(C(=O)c2cccc(S(=O)(=O)Nc3ccc(C)cc3)c2)CC1	-17	9	-1	1576	2	0.9	1	.	1	0.9	11
46	COc1ccc(N2CCN(CCNC(=O)CCNS(=O)(=O)c3cccs3)CC2)cc1	.	3	5	1815	4	1	1	2	6	1	-3
47	CCN(CC)CCCN1C(=O)C(O)=C(C(C)=O)C1c1cccc(OC)c1 (stereo not given)	-3	-2	1	1633	6	1.1	1.1	0.14	-16	1	6
